Source: PubChem (several laboratories)
Fam108B inh – Fam108B inhibition, counter-screen for RBBP9 inhibitors; recombinant Fam108B, FP-Rh probe fluorescence polarization; inhibition, % at 9.51 µM; 0.33% of 300,000 active; AID 1947;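 active means inhibition above the screen mean inhibition plus 3 SD, computed separately per campaign, cut at about 18% in these data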;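 further: inhibitors lower polarization as less probe binds the enzyme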
Efflux pump inh – inhibitors of Candida antifungal efflux pumps expressed in yeast; 0.44% of 330,000 active; AID 485275; inhibition, % at 10 µM; S. cerevisiae Candida pump triplex, Nile Red efflux;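 active means plate passing quality check with inhibition over a set limit, or well fluorescence over plate mean plus 4 SD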;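 further: Nile Red retained in pooled yeast measured as flow cytometry median fluorescence; 0% = buffer negative control and 100% = Enniatin B positive control; higher means more Nile Red kept so more efflux inhibition; some compounds called inactive have numbers as strong as hits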
ZTA counter – counter-screen for EBNA-1 inhibitors: inhibitors of Epstein-Barr virus ZTA; ZTA-DNA binding, fluorescence polarization; inhibition, % at 11 µM; 0.15% of 320,000 active; AID 2234; in the data active means inhibition above about 33%
Target sequence (P03206 whole entry, looked up): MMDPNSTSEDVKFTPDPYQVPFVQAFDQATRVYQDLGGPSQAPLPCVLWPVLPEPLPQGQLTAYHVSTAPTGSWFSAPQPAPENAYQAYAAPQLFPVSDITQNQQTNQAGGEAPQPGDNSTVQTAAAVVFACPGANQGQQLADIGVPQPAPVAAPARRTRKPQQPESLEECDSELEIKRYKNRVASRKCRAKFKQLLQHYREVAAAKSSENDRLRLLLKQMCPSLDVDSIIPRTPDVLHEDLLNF
EBNA-1 inh – blocks EBNA-1 binding to DNA | EBNA-1 DNA binding, fluorescence polarization | inhibition, % at 14.8 µM | 0.34% of 300,000 active; in the data active means inhibition above about 28%
MCL1-BIM inh – disrupts human MCL1 binding to BIM-BH3 peptide. 0.68% of 320,000 active. AID 2057. inhibition, % at 10.9 µM. GST-MCL1 / FITC-Bim-BH3 fluorescence polarization;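 active means inhibition above the mean inhibition of all tested compounds plus 3 SD, set per campaign, cut at about 40% in these data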;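 further: 0% = DMSO wells and 100% = unlabeled Bim-BH3 peptide control; higher means more loss of mP so more displacement of Bim peptide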
GLD-1 TGE inh – GLD-1-TGE RNA interaction inhibition (C. elegans); purified GLD-1 + fluorescein TGE RNA, fluorescence polarization; inhibition, % at 5.96 µM; 0.44% of 320,000 active; AID 2280;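 active means percent inhibition above a per-plate cutoff, the plate mean of test compounds plus 3 SD, cut at about 30% in these data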;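 further: 0% = DMSO wells with GLD-1 and probe and 100% = wells lacking GLD-1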
Target sequence (Q17339 whole entry, looked up): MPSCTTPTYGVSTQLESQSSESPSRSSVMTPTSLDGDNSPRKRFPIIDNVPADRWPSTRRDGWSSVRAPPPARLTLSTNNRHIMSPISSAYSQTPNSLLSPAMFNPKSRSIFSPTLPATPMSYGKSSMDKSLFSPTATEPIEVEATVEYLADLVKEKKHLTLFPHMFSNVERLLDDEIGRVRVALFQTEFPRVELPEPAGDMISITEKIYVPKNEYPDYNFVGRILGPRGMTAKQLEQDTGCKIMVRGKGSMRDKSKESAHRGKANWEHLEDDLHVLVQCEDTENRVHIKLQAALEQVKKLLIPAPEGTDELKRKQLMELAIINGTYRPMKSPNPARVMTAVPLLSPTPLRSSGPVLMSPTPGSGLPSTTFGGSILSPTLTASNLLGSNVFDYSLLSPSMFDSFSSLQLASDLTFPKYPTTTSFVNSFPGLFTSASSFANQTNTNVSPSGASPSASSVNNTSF
Bcl-xL primary – inhibitors of human Bcl-xL; Q07817; GST-Bcl-xL / FITC-Bim BH3 peptide fluorescence polarization; inhibition, % at 10.9 µM; 0.7% of 320,000 active; AID 2129;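 active means inhibition above the mean of all tested compounds plus 3 SD, cutoff set per campaign, cut at about 30% in these data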;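 further: 0% = DMSO wells and 100% = unlabeled Bim-BH3 peptide competitor; inhibitors lower millipolarization by displacing the labeled peptide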
Target sequence (Q07817 whole entry, looked up): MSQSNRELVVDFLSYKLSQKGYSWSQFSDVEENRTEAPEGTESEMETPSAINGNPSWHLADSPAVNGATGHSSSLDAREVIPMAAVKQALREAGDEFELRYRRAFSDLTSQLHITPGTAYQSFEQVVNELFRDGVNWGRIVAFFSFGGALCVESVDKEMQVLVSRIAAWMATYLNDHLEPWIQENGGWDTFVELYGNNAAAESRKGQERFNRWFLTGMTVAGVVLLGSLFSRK
MEX-5 binding – C. elegans MEX-5 TCR-2 RNA binding activity. MEX-5/FITC-TCR2 RNA binding, fluorescence polarization; stronger effect = lower value. activity score (negative = inhibition of binding), % at 10 µM. 0.38% of 300,000 active. Q9XUB2;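 active means inhibition past about -25% in most replicates, and total fluorescence under double the plate's negative control median, limit read from the data; inconclusive means replicates evenly split on the limit, or fluorescence at least double controls; inactive means too little inhibition in most replicates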;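 further: 0% = DMSO and -100% = 5 µM competing unlabeled TCR2 RNA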
Yeast superoxide – caloric restriction mimetics inhibiting age-related superoxide in yeast | S. cerevisiae aged cells, superoxide DHE fluorescence; stronger effect = lower value | superoxide response (% of plate mean), % at 10 µM | 0.18% of 330,000 active | AID 2690;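 active means superoxide response under a set limit, about three screen SD below normal, cut at about 65% in these data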;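 further: yeast aged for seven days with compound at 30 °C before DHE staining; 100% = average MFI of all compound-treated wells on the plate with controls excluded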
Active calls of the source: *; u = inconclusive; x = not tested or not shown.

SMILES | Fam108B inh | Efflux pump inh | ZTA counter | EBNA-1 inh | MCL1-BIM inh | GLD-1 TGE inh | Bcl-xL primary | MEX-5 binding | Yeast superoxide
CC1=Nc2cc(C(=O)NCCCOC(C)C)ccc2Sc2ccccc21 | 1 | 0.0 | 17 | 2 | -2 | 1 | 2 | 0.1 | 102
COc1ccc(N(CCC#N)S(=O)(=O)c2cccc3nsnc23)cc1 | -2 | 0.1 | -3 | 2 | -1 | 7 | 1 | -1.8 | 93
COc1ccc(/C=C(\C)C(=O)c2c(C)cc(C)[nH]c2=O)cc1 | 0 | -0.2 | -7 | 10 | 3 | -6 | 0 | -0.2 | 91
Cc1ccc(C2/C(=C(/O)c3ccc(Br)cc3)C(=O)C(=O)N2Cc2ccco2)o1 (centres undefined) | -2 | -0.2 | 5 | -1 | 30 | 15 | 19 | 0.4 | 90
Cc1cc(C(=O)OCC(=O)N2CCN(c3ccccc3)CC2)c2ccccc2n1 | 0 | 0.1 | 25 | -2 | -28 | -3 | -11 | 1.2 | 109
COc1cc2c(c(OC)c1OC)-c1c(cc3c(c1OC)OCO3)C1OC2[C@@H](C)[C@H]1C (some centres undefined) | 1 | -0.2 | -10 | 7 | 5 | -1 | 2 | -1.6 | 87
N#C/C(=C\c1ccc(-c2ccccc2)cc1)c1nc(-c2ccco2)cs1 | -11 | 0.6 | -25 | -2 | -110 | -21 | -43 | -4.0 | 112
CC(=O)Nc1ccc(S(=O)(=O)N2CCN(c3cccc(C)c3C)CC2)cc1 | 0 | -0.1 | 3 | -1 | -2 | 8 | 7 | -1.5 | 98
CN(Cc1ccc(F)cc1)C(=O)C(c1ccccc1)c1ccccc1 | -5 | 0.7 | 1 | -5 | -5 | -2 | -2 | -0.8 | 93
CC(=O)Nc1ccc(C(=O)CSc2nccc(=O)[nH]2)cc1 | -2 | -0.1 | -6 | 2 | 3 | -3 | 2 | -2.2 | 100
N#C/C(=C\c1coc2ccccc2c1=O)C(N)=S | -6 | 0.1 | -17 | -4 | 8 | 2 | 12 | -0.9 | 96
CCn1c(SCC(=O)N/N=C(\C)c2ccncc2)nnc1-c1ccccc1 | -1 | -0.1 | -12 | -2 | -1 | 7 | 0 | -1.1 | 80
Cn1cc([N+](=O)[O-])c(C(=O)N2CCCCCC2)n1 | 5 | 0.0 | -3 | 12 | 5 | -2 | 7 | -1.5 | 106
CCn1c(SCC(=O)Nc2nnc(C)s2)nc2c(c1=O)SC(C)C2 (centres undefined) | -3 | 0.1 | 10 | -2 | 0 | 3 | 3 | -0.9 | 102
COC(=O)c1ccc(C(=O)OC)c(NC(=O)CN(C)Cc2ccccc2)c1 | -4 | 0.1 | -21 | -17 | -4 | 1 | -2 | 0.2 | 102

A draw from above in order of number of heavy atoms, low to high:
SMILES | Fam108B inh | Efflux pump inh | ZTA counter | EBNA-1 inh | MCL1-BIM inh | GLD-1 TGE inh | Bcl-xL primary | MEX-5 binding | Yeast superoxide
CCn1c(SCC(=O)Nc2nnc(C)s2)nc2c(c1=O)SC(C)C2 (centres undefined) | -3 | 0.1 | 10 | -2 | 0 | 3 | 3 | -0.9 | 102
CN(Cc1ccc(F)cc1)C(=O)C(c1ccccc1)c1ccccc1 | -5 | 0.7 | 1 | -5 | -5 | -2 | -2 | -0.8 | 93
N#C/C(=C\c1ccc(-c2ccccc2)cc1)c1nc(-c2ccco2)cs1 | -11 | 0.6 | -25 | -2 | -110 | -21 | -43 | -4.0 | 112
CC(=O)Nc1ccc(S(=O)(=O)N2CCN(c3cccc(C)c3C)CC2)cc1 | 0 | -0.1 | 3 | -1 | -2 | 8 | 7 | -1.5 | 98
COc1cc2c(c(OC)c1OC)-c1c(cc3c(c1OC)OCO3)C1OC2[C@@H](C)[C@H]1C (some centres undefined) | 1 | -0.2 | -10 | 7 | 5 | -1 | 2 | -1.6 | 87

Next part:
SMILES | Fam108B inh | Efflux pump inh | ZTA counter | EBNA-1 inh | MCL1-BIM inh | GLD-1 TGE inh | Bcl-xL primary | MEX-5 binding | Yeast superoxide
CC1(C)NC(=O)N(CCCC(=O)Nc2ccc(C(F)(F)F)cc2)C1=O | x | 0.2 | -8 | x | -10 | -4 | -6 | x | 103
CCN(C(=O)Cn1ccc(C(F)(F)F)n1)c1c(N)n(Cc2ccccc2)c(=O)[nH]c1=O | x | 0.0 | 12 | x | 4 | -4 | 2 | x | 112
CCOc1ccc(S(=O)(=O)n2ccc(C)n2)c2ccccc12 | -4 | 0.1 | -11 | 0 | 2 | 2 | 5 | -1.2 | 94
COc1ccc(Cl)cc1NC(=O)COC(=O)C1CCCCC1 | x | 0.0 | 11 | x | 1 | 4 | 4 | x | 94
Cc1ccc(NC(=O)CN(C)S(=O)(=O)c2cnc[nH]2)c(C)c1 | 0 | 0.0 | 4 | 12 | 3 | 5 | 6 | 1.0 | 93
Cc1c(NC(=S)NC(=O)c2ccc(-c3ccc(Cl)cc3)o2)cccc1C(=O)O | -5 | -0.1 | -2 | 4 | 16 | 0 | 5 | -3.7 | 80
CCCNC(=O)c1ccccc1NC(=O)C1=CSCCO1 | -3 | 0.0 | 5 | 10 | 6 | -2 | 2 | 0.1 | 80
COCCCNC(=O)c1cn(Cc2c(F)cccc2Cl)nn1 | 2 | 0.1 | -4 | -8 | -3 | -9 | 2 | 0.5 | 103
Cn1ccnc1C1CCCCN1Cc1nc(-c2ccc(Cl)cc2)no1 (centres undefined) | 0 | 0.0 | 19 | 7 | 10 | -4 | 7 | 0.5 | 97
Cc1cc(NC(=O)/C(C#N)=C/c2ccc(-c3ccc(SC(F)F)cc3)o2)n(-c2ccccc2)n1 | -2 | -0.1 | 8 | 6 | -56 | -31 | -19 | u | 119
O=C(NCCO)/C(=C\c1ccc2c(c1)OCO2)NC(=O)c1ccc(Br)cc1 | 6 | 0.5 | 8 | 3 | 2 | 2 | 1 | -4.8 | 89
CCCN1CCN(C(=O)CCNC(=O)Cn2cnc3ccccc3c2=O)CC1 | 0 | -0.1 | 7 | 9 | 2 | 3 | 6 | 0.9 | 87
Cc1ccc(C(C)C)cc1OCCCCN1CCCC1 | -1 | 0.0 | -11 | 4 | -16 | 2 | 0 | -1.6 | 94
C/C=C/c1ccc(OCC(=O)Nc2ccc(OC)c(OC)c2)c(OC)c1 | 6 | -0.1 | -11 | 11 | 4 | 0 | 6 | -1.4 | 130
COc1ccccc1CN(CC(=O)NCc1ccc2c(c1)OCO2)C(=O)c1csnn1 | 3 | 0.4 | -5 | -13 | 12 | 2 | 7 | 1.3 | 90
CC(Sc1nc2ccccc2s1)C(=O)N(C)Cc1ccccc1 (centres undefined) | -1 | 0.2 | -7 | 2 | -5 | -3 | -1 | -0.4 | 93
CCCCn1nnc(NC(=O)COc2ccc(Cl)c(C)c2)n1 | 1 | 0.1 | 8 | -3 | -5 | -1 | -2 | x | 101
Nc1cc(=O)[nH]c(SCC(=O)N2CCCc3ccccc32)n1 | 0 | -0.1 | 4 | 4 | 1 | 3 | 4 | -0.1 | 80
CC1(C)CC(=O)C(C=NCc2ccc3c(c2)OCO3)=C(O)C1 | -2 | 0.1 | -1 | -6 | 1 | 5 | 3 | 1.3 | 95
COCCn1c(SCC(=O)NC2CCCCC2)nnc1-c1ccco1 | -1 | 0.0 | -10 | 4 | 4 | 3 | 1 | 1.9 | 101
Cn1nc(C(=O)Nc2ccc(S(=O)(=O)N3CCCCC3)cc2)ccc1=O | 1 | 0.1 | -6 | -10 | 6 | 6 | 6 | -0.3 | 93
COc1cccc(NC(=O)CN(C)CC(=O)NC(C)c2ccccc2)c1 (centres undefined) | -3 | 0.3 | 3 | 0 | 3 | -3 | -1 | -0.2 | 90
CC(C)n1c(=O)[nH][nH]c1=S | -1 | 0.1 | 8 | 3 | -27 | 5 | -25 | -7.5 | 93
CCc1ccc(NS(=O)(=O)c2cc3[nH]c(=O)c(=O)[nH]c3cc2C)cc1 | 1 | 0.2 | 2 | -16 | 6 | -3 | 1 | 1.8 | 84
O=C(NCc1cccnc1)c1cc(S(=O)(=O)N2CCOCC2)c(Cl)cc1Cl | 6 | -0.2 | -1 | 13 | -3 | 2 | -1 | -1.6 | 91
Cc1cccc(NC(=O)CN2C(=O)/C(=C3\SC(=S)N(CC4CCCO4)C3=O)c3ccccc32)c1 (centres undefined) | 3 | 0.1 | 3 | -3 | 3 | 2 | 0 | -2.0 | 104
Cn1c(=O)c2ncn(CC(=O)N=Nc3c(O)[nH]c4ccccc34)c2n(C)c1=O | 3 | -0.1 | -5 | 5 | 12 | 0 | 1 | -0.6 | 77
N=c1n(Cc2ccccc2)c2ccccc2n1CC(O)COc1ccccc1 (centres undefined) | -6 | 0.2 | -14 | -8 | -2 | -4 | 2 | 0.7 | 96
Cc1ccc(S(=O)(=O)N2CCCc3ccccc32)cc1C | 0 | 0.1 | -10 | -6 | -3 | 1 | 2 | -0.9 | 102
COc1cc(NC(=O)c2cc3ccccc3o2)c(OC)cc1Br | 0 | 0.0 | -4 | 16 | 5 | -6 | 2 | -0.7 | 96
CC(C)C(c1nnnn1Cc1cccs1)N1CCN(c2ccccc2)CC1 (centres undefined) | 3 | 0.4 | -4 | 2 | 4 | 5 | 2 | 1.0 | 87
COc1ccccc1NC(=O)c1c([N+](=O)[O-])cnn1C | -1 | -0.1 | -9 | 0 | 11 | 2 | 3 | 0.1 | 100
O=C(CNC(=O)c1ccc(Br)cc1)NC1=NCCS1 | 0 | 0.2 | -7 | -3 | 4 | -3 | 1 | -0.5 | 114

Reformatted as labelled records: entries from further up.
Cc1cccc(NC(=O)CN2C(=O)/C(=C3\SC(=S)N(CC4CCCO4)C3=O)c3ccccc32)c1 (centres undefined)
  Fam108B inh: 3	Efflux pump inh: 0.1	ZTA counter: 3	EBNA-1 inh: -3	MCL1-BIM inh: 3	GLD-1 TGE inh: 2	Bcl-xL primary: 0	MEX-5 binding: -2.0	Yeast superoxide: 104
Cn1c(=O)c2ncn(CC(=O)N=Nc3c(O)[nH]c4ccccc34)c2n(C)c1=O
  Fam108B inh: 3	Efflux pump inh: -0.1	ZTA counter: -5	EBNA-1 inh: 5	MCL1-BIM inh: 12	GLD-1 TGE inh: 0	Bcl-xL primary: 1	MEX-5 binding: -0.6	Yeast superoxide: 77
N=c1n(Cc2ccccc2)c2ccccc2n1CC(O)COc1ccccc1 (centres undefined)
  Fam108B inh: -6	Efflux pump inh: 0.2	ZTA counter: -14	EBNA-1 inh: -8	MCL1-BIM inh: -2	GLD-1 TGE inh: -4	Bcl-xL primary: 2	MEX-5 binding: 0.7	Yeast superoxide: 96
Cc1ccc(S(=O)(=O)N2CCCc3ccccc32)cc1C
  Fam108B inh: 0	Efflux pump inh: 0.1	ZTA counter: -10	EBNA-1 inh: -6	MCL1-BIM inh: -3	GLD-1 TGE inh: 1	Bcl-xL primary: 2	MEX-5 binding: -0.9	Yeast superoxide: 102
